Bioassay records deposited in PubChem BioAssay by National Center for Advancing Translational Sciences (NCATS).
Pf Dd2 growth – blocks in vitro growth of P. falciparum Dd2 | P. falciparum Dd2 growth, SYBR Green, 72 h | Potency, µM (highest dose often 28.9 µM), for inactives: top-dose activity, negative = inhibition, actives largely listed as inhibitors | actives 4.3% (n = 120,000); active = well fitted inhibition curve with a large enough effect; inconclusive = small, poorly fitted or top-dose-only effect; inactive = no such curve, though single readings can be large or run the other way;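 note: plate controls were DMSO vehicle for no effect and reference drug for full effect; nearly all actives have a fitted effect of over 65% in size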
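Readout: SYBR Green fluorescence, 485 nm excitation, 535 nm emission, after ~16 h lysis at 37C. Before that, Dd2-infected red cells (2.5% hematocrit) grew 72 h with compound, 29 uM top final concentration.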
* = called active by the depositor; i = inactive; ? = inconclusive; [ ] = dose if it differs, or a comment. Potency is the fitted concentration of half-maximal effect.

no.	SMILES	Pf Dd2 growth
1	COC(=O)[C@@H]1Cc2c([nH]c3ccccc23)[C@H]2C[C@@H](NCCN(C)C)C[C@@H](c3cccc(Cl)c3)N21	2.82µM*
2	CN(CC1CCOC1)S(=O)(=O)c1ccccc1Br (configuration not stated)	i[5.79 µM]
3	CC(=O)c1ccc(NC(=O)COc2ccccc2-c2nc(-c3cccc(C)c3)no2)cc1	28.3%
4	CCOc1ccc(-n2nc3ccc(NC(=O)COc4ccccc4)cc3n2)cc1	-9.0%
5	COc1ccc2[nH]c3c(c2c1)CCNC31CCN(C(=O)c2ccc(C)nc2)CC1	?
6	O=C1Cc2cc(S(=O)(=O)Nc3cccc(C(F)(F)F)c3)cc3c2N1CCC3	i
7	Cc1noc(C)c1S(=O)(=O)N1CCCCCCn2c(nnc2-c2ccc(F)cc2)CC1	-3.4%
8	CCC(=O)Nc1ccc2nc(SCCOc3ccccc3)sc2c1	i
9	CCOc1ccc(OCC(=O)Nc2ccc(S(=O)(=O)Nc3cc(C)on3)cc2)cc1	0.3%
10	CC1(CNC(=O)c2ccc3ccccc3n2)CCOCC1	i
11	O=C(NC1CC(c2nnc(CO)n2C2CC2)C1)c1csc(-c2ccccc2)n1 (configuration not stated)	?
12	CC(C)CN1CCN(C(=O)c2ccc(CCC(C)(C)O)cc2)C(C)C1=O (configuration not stated)	-12.9%
13	Cc1cc(C)c2nc(N3CCCC(C(=O)NCc4cccc(Cl)c4)C3)sc2c1 (configuration not stated)	-8.8%
14	CCc1nc2c(cnn2-c2ccc(C)cc2)c(=O)n1Cc1ccccc1	i
15	CCc1c(C)sc2c1CCN(C(=O)Nc1cc(OC)c(OC)c(OC)c1)C2c1ccccc1 (configuration not stated)	?
16	Cc1noc(NS(=O)(=O)c2ccc(NC(=O)c3ccc(Br)cc3)cc2)c1C	-1.2%
17	COc1ccc(C)cc1NC(=O)NCc1ccc2c(c1)CCN2C(=O)c1ccccc1	i
18	Cc1noc(C)c1-c1cc2cc(C(C)C)oc2c(-c2cccnc2)n1	?
19	Cc1cc2nc3n(c(=O)c2n1CC(=O)Nc1ccc(Br)cc1F)CCC3	i
20	CSc1ncccc1C(=O)NC1CCCN(CCCc2ccccc2)C1 (configuration not stated)	?
21	CCOc1ccc2nc(NC(=O)c3cccn(Cc4ccccc4Cl)c3=O)sc2c1	i
22	CC1(C)CC(=O)c2cc(C(=O)Nc3ccc(Br)cc3)c(=O)[nH]c2C1	1.9%
23	CC[C@@]1(C(=O)O)C[C@H](C(=O)N2CCN(C)CC2)[C@H](c2ccc(OC)cc2)N1C	-9.4%
24	O=C(NCc1nnc2n1C(C(=O)N1CCN(c3ncccn3)CC1)CC2)c1ccccc1 (configuration not stated)	23.5%
25	Cc1ccc(CSc2nc3c([nH]c4ccccc43)c(=O)n2C)cc1	8.1%
26	Cc1cnn(CC(=O)N(C)C2CCc3nn(CC4CC4)c(=O)n3CC2)c1 (configuration not stated)	37.6%[activator]
27	O=C(Cc1ccc(F)cc1)N1CCC(c2nn(Cc3ccccc3)c(=O)[nH]2)CC1	-13.5%
28	Cc1ccccc1C(=O)OCc1cc(=O)n2nc(-c3cccs3)sc2n1	21.6%
29	CC1CCN(CC2CCCCCN2C(=O)NCc2ccc(F)cc2)CC1 (configuration not stated)	?
30	COCCNC(=O)N1CCC2(C1)C(=O)N(C)c1ccc(OC)cc12 (configuration not stated)	13.2%

Among those listed so far, three have a Cl atom.
no.	SMILES	Pf Dd2 growth
1	COC(=O)[C@@H]1Cc2c([nH]c3ccccc23)[C@H]2C[C@@H](NCCN(C)C)C[C@@H](c3cccc(Cl)c3)N21	2.82µM*
13	Cc1cc(C)c2nc(N3CCCC(C(=O)NCc4cccc(Cl)c4)C3)sc2c1 (configuration not stated)	-8.8%
21	CCOc1ccc2nc(NC(=O)c3cccn(Cc4ccccc4Cl)c3=O)sc2c1	i

(listing goes on)
no.	SMILES	Pf Dd2 growth
31	OCc1cc(CC2(NC3CCC(CO)CC3)COC2)no1 (configuration not stated)	14.6%[44.1 µM]
32	Cn1cc(-c2cc3n(n2)CCC(=O)N3CC(=O)NCc2ccc(Cl)cc2)c2ccccc21	19.3%
33	CCCc1cc(C(=O)N2CCC(=O)N(Cc3ccccc3)C(CC)C2)ccn1 (configuration not stated)	-14.9%
34	CN(C)C(=O)c1nc(-c2ccc(Cl)cc2Cl)c2ccccn12	-3.7%
35	COc1ccc(CNC(=O)CC2CCCCN(C)C2=O)c(OC)c1 (configuration not stated)	3.3%
36	COCCOC1CN(C2CCN(C(=O)c3ccc(OC)nc3)CC2)C12CCCCC2 (configuration not stated)	-1.2%
37	CCOC(=O)c1cnc2c(C)cc(C)cc2c1Nc1ccccc1OCC	0.0%
38	CCC(Sc1nncn2c1cc1sccc12)C(=O)Nc1cccc(OC)c1 (configuration not stated)	-17.6%
39	COc1ccc(C(=O)N2CCC(OCC3CC3)C2)cn1 (configuration not stated)	-22.9%
40	COc1ccc(C(=O)N2CCC3(CC2)N=C(c2ccccc2)NO3)cc1OC	-4.2%
41	COc1ccccc1NC(=O)Nc1cccc(-c2nnc3n2CCCC3)c1	i
42	CC(C)c1nncn1C1CCN(S(=O)(=O)c2ccccc2Cl)CC1	-12.4%
43	O=C(Nc1ccccc1F)N1CC(Oc2ccc(-c3nc(-c4ccccc4)no3)cc2)C1	15.4%[5.79 µM]
44	CN(Cc1cccnc1)Cc1nc(C2(O)CCN(Cc3ccc(F)cc3)CC2)cs1	i
45	CSCCCN1CCC2(CC1)CCN(Cc1ccsc1)CC2CO (configuration not stated)	?
46	CCN(CC)C(=O)N1CCCN(S(=O)(=O)c2ccccc2)CCC(=O)NCC1	-2.7%
47	CCNC(=O)[C@@H]1C[C@H](NC(=O)c2ccccc2)CN1Cc1scnc1C	2.6%
48	COc1ccc(OC)c(NC(=O)Cn2c(=O)c3cccn3c3ccccc32)c1	-13.3%
49	COc1ccc(CN2C(=O)CO[C@H](c3ccc(NC(=O)COc4ccccc4)cc3)[C@H]2CO)cc1	?
50	O=C(Cc1cccc(F)c1)Nc1ccc(-c2nnc3n2CCCC3)cc1	-17.9%
51	Cc1nn2c(c1-c1ccccc1C(C)C)N(C(=O)C1CCOCC1)CCC2	i
52	O=C(Cn1cccc1-c1nc(-c2ccc(F)cc2)no1)NCc1ccccc1Cl	?
53	CN1C(=O)[C@H]2CN(Cc3ccco3)C[C@H]2C1=O	42.0%
54	CCOc1ccccc1NC(=O)CN(C)S(=O)(=O)c1ccc(C(=O)N2CCOCC2)s1	i
55	CCOc1ccc(NC(=O)N2CCC(n3c(C)nc4cccnc43)CC2)cc1	-17.9%
56	Cc1ccccc1C(=O)Nc1cccc(C(=O)OCc2cc(=O)n3ccsc3n2)c1	4.9%
57	Cc1ccc(-c2noc(C(C)Oc3ccccc3)n2)nn1 (configuration not stated)	-13.2%
58	Cc1ccc(CNC(=O)C(C)n2c(=O)cc(-c3ccccc3)c3c(C)nn(C)c32)cc1 (configuration not stated)	22.5%
59	CCN1C(=O)CCN(Cc2cn(C)c3ccc(OC)cc23)CC12CCOCC2	?
60	CCN(CC)S(=O)(=O)c1ccc2c(c1)c(=O)c(C(=O)NCc1ccc(Cl)cc1)cn2C	-21.5%
61	Cc1cccc2c(=O)cc(CSc3ccccc3NC(=O)C(C)(C)C)[nH]c12	?
62	O=C(c1ccncc1)N1CCC2(CC1)NCc1ccccc1NC2=O	13.1%
63	CC1(c2ccccc2)N(Cc2cccnc2)C(=O)OC12CCN(Cc1ccc(F)cc1)CC2 (configuration not stated)	i
64	CN1CCN(CC2(N)CCCCC2)CC1	i
65	CCOc1ccc(S(=O)(=O)N2CCCN(C)c3ccccc32)cc1	-24.7%
66	COc1ccc(C(=O)N2C[C@@H](Oc3cccnc3)C[C@H]2C(=O)NC2CC2)cc1F	17.3%
67	Cc1cccc2sc(N(Cc3cccnc3)C(=O)COc3ccccc3)nc12	?
68	O=C(Nc1ccccc1)N1CCCC(c2nn(-c3ccc(F)cc3)c(=O)[nH]2)C1 (configuration not stated)	i
69	Cc1ccc(Nc2c(-c3ccc(Br)o3)nc3ccccn23)cc1	?
70	Cc1ccc(CNC(=O)CCCn2c(=O)c3sccc3n(CC(=O)Nc3c(C)cccc3C)c2=O)cc1	?
71	Cn1cnc(S(=O)(=O)N2CCC(C(=O)NCc3ccccc3)CC2)c1	i
72	COc1cc(-c2nc(C3CC(=O)N(c4ccc(Cl)cc4)C3)no2)cc(OC)c1OC (configuration not stated)	-22.4%
73	O=C(NCc1ccc2c(c1)OCO2)c1ccc2c(c1)N(Cc1ccccc1F)C(=O)c1ccccc1S2=O (configuration not stated)	?
74	CC(=O)Nc1ccc(CNC[C@H]2Cn3c(-c4ccc(F)cc4)cnc3CO2)cc1	-41.5%[44.1 µM]
75	Oc1ccccc1CN1CCNc2cc(Nc3ccccc3)ncc2C1	5.01µM*
76	Cc1nc(C2CC(O)C2)cc(N2CCC(c3nc(C(C)C)no3)CC2)n1 (configuration not stated)	-1.9%
77	CCc1nn(CC(=O)NCc2cccc(OC)c2OC)c(=O)c2cc3occc3n12	2.0%
78	CCN(Cc1ccccc1)C(=O)CCS(=O)(=O)c1cc(Br)cc2c1N(C(=O)C1CC1)CC2	?
79	Cc1ccc(CNS(=O)(=O)c2ccc(-c3cnc(C4CC4)o3)cc2)cc1	62.4%[activator]
80	CCN1C(=O)N(c2ccc(C(C)=O)cc2)S(=O)(=O)c2ccccc21	30.7%[activator]
81	COc1ccc(S(=O)(=O)N2CCc3nn(C)c(=O)n3CC2)cc1Cl	55.7%[activator]
82	COc1ccc(-c2nc(C)nc3c2CCC3)c2ccc(C)nc12	-6.0%
83	Cn1c(=O)c2c(SCC(=O)N3CCc4ccccc43)nc(-c3cccc(F)c3)nc2n(C)c1=O	1.2%
84	O=C(NCc1ccccc1)c1cnc2n1CCN(Cc1ccccc1)CC2	11.4%[44.1 µM]
85	COc1cccc(C(=O)NC2CCCN(c3cc(-c4ccc(F)cc4)[nH]n3)C2)c1OC (configuration not stated)	i
86	O=C(c1ccc(C(F)(F)F)cc1)N1CCC(N2CCCC2=O)CC1	12.8%
87	CCn1nccc1C(=O)N1CCCn2ccnc2C1c1cnn(C)c1 (configuration not stated)	38.1%[activator]
88	CC1=C[C@@H](CNC(=O)CCC(=O)O)[C@H](C(C)C)C[C@H]1CC(=O)NCc1ccccn1	19.2%[44.1 µM]
89	CCc1ccc(C(=O)N2CCC(N3C(=O)CCC3C(N)=O)CC2)cc1 (configuration not stated)	-5.9%
90	COC(=O)[C@@H]1Cc2nc[nH]c2CN1Cc1ccc(C)cc1	i

The results go on:
no.	SMILES	Pf Dd2 growth
91	Cc1cc(C(=O)NCCc2noc(-c3ccncc3)n2)nn1C	-22.8%
92	COc1ccc(C)cc1NC(=O)C(=O)NCC(c1cccnc1)N1CCN(c2ccccc2F)CC1 (configuration not stated)	?
93	COc1ccccc1CNC(=O)Cn1c(=O)nc(-c2ccccc2)c2ccccc21	22.7%
94	O=C(Cn1nc2c(cc1=O)CCCC2)NC1CCS(=O)(=O)C1 (configuration not stated)	-17.1%
95	CN1CCC([C@@H]2CN(S(=O)(=O)c3ccc(F)c(F)c3)C[C@H]2C(N)=O)CC1	24.8%
96	N#Cc1ccc(CN2C[C@@H](CO)[C@H](NC(=O)c3ccccc3)C2)cc1	-23.1%
97	O=C(O)CCCC(=O)N1Cc2ccccc2CC2(CCCCN2Cc2ccncc2)C1 (configuration not stated)	7.3%
98	Cc1ccc(CN2CCCC3(COc4ccccc4C(=O)N3)C2)cc1 (configuration not stated)	12.6µM*
99	Cc1cccc(C)c1Nc1c(-c2ccc(Cl)s2)nc2ncccn12	-24.7%
100	COc1ccc2c(c1)CN(C(C)C)CC[C@H]1COC(=O)N21	-15.1%[44.1 µM]
101	Cc1ccccc1Nc1c(-c2cccnc2)nc2cccc(C)n12	-24.2%
102	O=C(NCC12CCC=C1N(CC1CC1)C(=O)CC2)c1nccc2ccccc12 (configuration not stated)	-9.3%
103	Cn1nc(-c2ccc(C(=O)Nc3ccc(F)cc3)cc2)c2ccccc2c1=O	?
104	Cc1cccc(C(=O)N2CCCCCNC(=O)CC2c2ccccc2)c1 (configuration not stated)	-6.3%
105	CCc1ccc(S(=O)(=O)c2cn(Cc3ccccc3F)c3cc(OC)c(OC)cc3c2=O)cc1	?

Reprinted at random: 4 entries already listed.
no.	SMILES	Pf Dd2 growth
30	COCCNC(=O)N1CCC2(C1)C(=O)N(C)c1ccc(OC)cc12 (configuration not stated)	13.2%
60	CCN(CC)S(=O)(=O)c1ccc2c(c1)c(=O)c(C(=O)NCc1ccc(Cl)cc1)cn2C	-21.5%
32	Cn1cc(-c2cc3n(n2)CCC(=O)N3CC(=O)NCc2ccc(Cl)cc2)c2ccccc21	19.3%
25	Cc1ccc(CSc2nc3c([nH]c4ccccc43)c(=O)n2C)cc1	8.1%

Next part:
no.	SMILES	Pf Dd2 growth
106	CCOC(=O)c1c(C)n(-c2ccccc2)c2ccc(OC(=O)c3cccc(Cl)c3)cc12	?
107	CCCOC1CCCN(Cc2c(C(=O)N(C)CCc3ccccc3)nc3sccn23)C1 (configuration not stated)	i
108	O=C(Nc1nn(Cc2ccccc2)c2cccc(N3CCOCC3)c12)c1ccncc1	-15.7%
109	COc1ccc(OCC(=O)N(Cc2cccs2)c2ccc(OC)cc2)cc1	-20.1%
110	CCc1ccc(NC(=O)CSc2nc(-c3cccc(OC)c3)nc3c2Cc2c(CO)cnc(C)c2O3)cc1	3.55µM*
111	Cc1ccc(CSc2nc(=O)c3c(C)cc(C)nc3n2C2CC2)cc1	i
112	CCOc1ccccc1Nc1ccc2cc(S(=O)(=O)N3CCCCC3)ccc2n1	-29.7%
113	COc1ccc(-c2noc(-c3nc(Cc4ccccc4)no3)n2)cc1OC	i

This is a subset; count on the stated rates, not on these rows.
